Peg3 imprint: qHTS Assay for Compounds that Induce Erasure of Genomic Imprints | actives 0.02% (n = 110,000) | mouse ES Peg3-LacZ reporter, beta-gal luminescence, 40 h | Potency, µM (series often up to 60.7 µM), for the others: at the top dose activity change, positive = activation, most hits filed as activators;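 note: 0% = negative control wells on the plate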
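Imprint erasure is scored as LacZ activity from the silenced maternal Peg3 allele in feeder-free female ES cells cultured 40 h with LIF. Luminescence is normalized to in-plate negative controls and fitted to the Hill equation.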
p53ts 32C kill: qHTS Screen for Compounds that Selectively Target Cancer Cells with p53 Mutations: Cytotoxicity of p53ts Cells at the Permissive Temperature | H1299-p53A138V at 32C, ATP luminescence viability, 24 h | Potency, µM (top dose mostly 46.1 µM), without a hit: top-dose activity change, negative = cytotoxicity, hits mostly cytotoxic | actives 0.93% (n = 130,000) | AID 924, 2007;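 note: 0% = DMSO and -100% = full killing by reference compound; nearly all actives have a fitted effect of over 55% in size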
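Viability by ATPlite luminescence after 24 h compound treatment (up to 46 uM) at the permissive 32C. Cells are H1299 carrying p53 A138V. Scale runs from DMSO basal to 100 uM tamoxifen as full kill; AC50 from Hill fits.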
p53ts 39C tox: qHTS Screen for Compounds that Selectively Target Cancer Cells with p53 Mutations: Cytotoxicity of p53ts Cells at the Nonpermissive Temperature | H1299-p53A138V viability at 39C, ATP luminescence, 24 h | Potency, µM (series often up to 46.1 µM), for inactives: at the highest dose activity change, negative = cell killing, actives largely listed as cytotoxic | actives 1.5% (n = 130,000) | AID 902, 2007; note: nearly all actives have a fitted effect of over 55% in size
IkB signaling: IkB Signaling; ABC-DLBCL IkBa-CBG/CBR dual luciferase ratio, 4 h; response scale: scaled: untreated 0%, proteasome inhibitor 100%; Potency, µM (top dose mostly 57.1 µM), for the others: at the highest dose IkBa stabilization activation; actives 0.04% (n = 110,000); AID 445, 2006; active = well fitted curve in the direction sought with a large enough effect in the signal ratio, not every such curve was filed as active; inconclusive = small, poorly fitted or top-dose-only effect, or a change in a side signal; the % refers to the signal ratio;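 note: the direction sought is a rising ratio; 0% = basal untreated cells and 100% = reference inhibitor full response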
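Curves were fitted separately to fusion (green), unfused (red) and ratio luminescence, then classed by r2, magnitude and activity. Cells: OCI-Ly3, 4 h compound plus doxycycline at 37C; 10 uM MG-132 defined full response.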
* marks the source's active call; other numbers are inactive results; ? = inconclusive; nt = no result given; [ ] = remark or other dose. Unless noted, calls come from the whole dose curve; as a rule, active = well fitted curve in the direction sought with a large enough effect; inconclusive = small, poorly fitted or top-dose-only effect, or another doubt; inactive = no such curve, though single readings can be large; an effect the other way counts as inactive or inconclusive. Unless noted, % is set by controls: 0 for no effect and ±100 for the full control effect; potency is the fitted concentration of half-maximal effect.

Second line of a record: Peg3 imprint	p53ts 32C kill	p53ts 39C tox	IkB signaling
1	COc1ccc(-n2c(SCC(=O)N3CCCCC3)nnc2-c2cccnc2)cc1
  -3%	0%	3%	-2.1%
2	Cc1cccc(NC(=O)COc2ccc3oc4c(c3c2)CCCC4)c1
  -13%[10.9 µM]	-4%	-7%	?
3	COC(=O)c1ccc2c(=O)n(CCCCCC(=O)NCc3ccccn3)c(=O)[nH]c2c1
  -17%	2%	-7%	0.0%
4	COc1ccccc1CNc1nc2ccc(Cl)cc2n2cnnc12
  8%[10.9 µM]	7%	2%	5.0%
5	Cc1ccc(S(=O)(=O)Cn2nnnc2CN2CCN(C(=O)c3ccco3)CC2)cc1
  4%	-10%	-7%	0.1%
6	COc1ccc(-c2cc3ccccc3oc2=O)cc1NC(=O)c1ccc(Br)o1
  -11%	-27%	-8%	-7.2%
7	Cc1cccc(-c2c3c(=O)n(C)c(=O)n(C)c3cn2CCO)c1
  -32%[inhibitor]	5%	-6%	0.1%
8	Cc1ccc(Cn2c(SCC(=O)NCc3ccco3)nc3ccsc3c2=O)cc1
  -10%	-3%	-1%	1.9%
9	COc1ccc(N(C(=O)c2ccc(Cl)cc2)S(=O)(=O)c2ccc(C)cc2)cc1
  -13%[10.9 µM]	5%	-2%	2.9%
10	CCOC(=O)C1CCCN(C(=O)CC(c2ccccc2)c2ccccc2)C1 (stereo unspecified)
  nt	0%	4%	nt
11	Cc1cc(C)c(Cn2c(=O)n(CCC(=O)NCc3ccc4c(c3)OCO4)c(=O)c3ccccc32)c(C)c1
  -4%[10.9 µM]	2%	18%	3.8%
12	CCCCCCC(c1c(C)n(C)n(-c2ccccc2)c1=O)c1c(C)n(C)n(-c2ccccc2)c1=O
  nt	0%	14%	?
13	COC(=O)CSc1nnc(CNC(=O)c2ccccc2OC)n1-c1ccc(OC)cc1
  -5%	-4%	-15%	-0.8%
14	Cc1cc(-n2c(C)cc(C(=O)CSc3ncnc4ccccc34)c2C)no1
  -23%	-6%	-20%	?
15	COc1ccc(NC(=O)c2cc3cc(C)ccc3n2C)cc1
  -12%[10.9 µM]	-4%	4%	-1.0%
16	CCN(CC)CCCC(C)n1c(-c2ccccc2)nc2c(NC3CCCCC3)nc(C)nc21 (stereo unspecified)
  -8%	?	?	nt
17	COc1cc(OC)cc(C(C(=O)NC2CCCCC2)N(C(=O)c2ccno2)c2ccccc2)c1 (stereo unspecified)
  nt	5%	5%	nt
18	Cc1ccc(CNC(=O)c2ccc3c(c2)NC(=O)C(CS(=O)(=O)Cc2cccc(C)c2)N3)cc1 (stereo unspecified)
  -5%[10.9 µM]	-19%	?	?
19	CCOC(=O)Nc1ccc2c(c1)N(C(=O)N1CCN(C)CC1)c1ccccc1S2
  -5%	-5%	-10%	?
20	CCN(CCCNC(=O)C1CCCN(S(=O)(=O)c2cnc[nH]2)C1)c1ccccc1 (stereo unspecified)
  -5%	5%	32%[activator]	0.6%
21	O=C(CSc1c2c(nc3ccc(Cl)cc13)CCCC2)N1CCCCC1
  -6%[10.9 µM]	?	?	?
22	Cc1ccc(-n2ncc3c(NC4CCCCC4)ncnc32)cc1C
  -23%[10.9 µM]	-16%	13µM*	?
23	CS(=O)(=O)C1=C(O)C(=O)N(CCCC(=O)O)C1c1ccccc1F (stereo unspecified)
  4%	-5%	-8%	0.1%
24	OCCNc1ncnc2ccc(Br)cc12
  -2%	12%	-6%	0.9%
25	CC1C(=O)CC(c2ccccc2)N(C)C1c1ccccc1 (stereo unspecified)
  -11%	-6%	-9%	1.4%
26	CS(=O)(=O)Nc1ccc(S(=O)(=O)NCCc2ccccc2)cc1
  -10%	2%	-5%	0.9%
27	Cc1ccc(C)c(N2CCN(C(=O)Cn3c(=O)c4cccn4c4ccc(F)cc43)CC2)c1
  -17%[10.9 µM]	0%	-26%	-0.2%
28	CCOC(=O)c1c(C)oc2nc(C)nc(NCC3CCN(Cc4cc(C)ccc4C)CC3)c12
  -8%[10.9 µM]	2%	?	-2.1%
29	CC(C)(C)NC(=O)NC(=O)COC(=O)c1ccc(OC(F)(F)F)cc1
  nt	-15%	-7%	nt
30	COc1ccc(OC)c(NC(=O)c2[nH]c(C)c(C(C)=O)c2C)c1
  -15%	-12%	3%	1.5%
31	CCCc1noc2c1/C(=N\O)CC(CC(C)SCC)C2 (stereo unspecified)
  nt	10%	?	nt
32	O=C(NCCN1CCOCC1)C1CCC(=O)N1Cc1ccccc1Cl (stereo unspecified)
  -10%	-5%	-16%	-0.6%
33	CCOC(=O)C1=C(N)Oc2cc(C)[nH]c(=O)c2C1c1ccncc1 (stereo unspecified)
  3%	4%	-16%	-1.0%
34	CC1CN(S(=O)(=O)c2ccccc2)CC(C)O1 (stereo unspecified)
  -11%	3%	9%	1.1%
35	Cc1ccc(C)c(-n2c(Cc3cc(=O)[nH]c(=O)[nH]3)nnc2SCC(=O)NCc2ccco2)c1
  -7%	-11%	-5%	0.0%
36	CCc1ccc(-n2c(=O)c3cccnc3n2CC(=O)Nc2cc(OC)ccc2OC)cc1
  7%[10.9 µM]	0%	-8%	-0.4%
37	CCOC(=O)CC(NC(=O)CCc1c(C)nc2c(c(C)nn2-c2ccc(C)c(C)c2)c1C)c1ccc(C)cc1 (stereo unspecified)
  -6%[10.9 µM]	12%	-12%	?
38	COc1ccc(CCNC(=O)C(=O)NCC(c2ccco2)S(=O)(=O)c2ccccc2)cc1OC (stereo unspecified)
  -13%[10.9 µM]	-1%	-10%	-2.2%
39	Cc1c(CC(=O)NCCc2ccccc2)c(=O)oc2c(C)c3occ(C(C)(C)C)c3cc12
  -12%[10.9 µM]	-7%	-11%	2.2%
40	c1cc2cn[nH]c2cc1NC1CCCCCC1
  -12%	-4%	1%	-0.2%
41	CCC1=C2CC[C@H]3C(=O)N(c4ccccc4)C(=O)[C@H]3[C@H]2[C@@]2(Cc3ccccc3)C(=NCC3CC3)OC(=O)N2C1=O
  -7%	12%	2%	nt
42	Cc1ccccc1-c1nnc(SCC(=O)Nc2ccc(Cl)cc2)n1N
  -8%	-2%	2%	?
43	COc1ccc(-c2noc(CCC(=O)NCc3cccnc3)n2)cc1
  -9%	-14%	-16%	-1.7%
44	CC(C)C[C@H](N)C(=O)O
  -7%[10.9 µM]	0%[9.22 µM]	1%[9.22 µM]	2.2%[11.4 µM]
45	Cc1ccc(OCC(=O)NCC2(N(C)C)CCCCC2)cc1C
  -14%[10.9 µM]	0%	25%	?
46	Cc1ccccc1CSc1nnc(-c2ccco2)n1Cc1ccco1
  -16%	0%	-2%	4.0%
47	O=C(O)c1cccn2c(=O)c3ccccc3nc12
  -15%	8%	10%	0.6%
48	Cc1cc(C)c(OCC(=O)Nc2cccc(NC(=O)c3ccco3)c2)c(Br)c1
  -14%	25%	30%	?
49	CCCCn1c(CN(Cc2ccccc2)Cc2ccccc2)nc2c1c(=O)n(C)c(=O)n2C
  2%	6%	11%	-2.4%
50	CCCC(=O)c1ccc(N2CCCCCC2)c(F)c1
  nt	-9%	-10%	nt
51	Nc1nc2ccccc2n1C(=O)CCc1ccccc1
  -45%[inhibitor]	-15%	-18%	?
52	Cc1c(C(=O)N2CCOCC2)oc2ccc(S(=O)(=O)N3CCCCCC3)cc12
  -16%	-16%	0%	-0.5%
53	O=c1c(-c2ccc(Cl)cc2)nc2cnc(Nc3ccccc3)nc2n1C[C@H]1CCCO1
  -4%	-6%	-4%	-0.7%[11.4 µM]
54	COc1cccc(C(=O)N2CCSC2=S)c1
  -10%	2%	-7%	?
55	COCCNC(=O)CCc1c(C)n(C)c2cc(-c3cc(OC)c(OC)c(OC)c3)nn2c1=O
  -2%[10.9 µM]	1%	-12%	?
56	c1ccc(CNc2nc(-c3ccc4c(c3)OCO4)nc3ccccc23)cc1
  ?	?	-30%	1.5%[11.4 µM]
57	COc1ccc(-c2c3c(=O)n(C)c(=O)n(C)c3c3c(-c4ccccc4)nc4ccccc4n23)cc1
  -11%[10.9 µM]	2%	17%	-0.7%
58	Cc1ccc(N2CCN(S(=O)(=O)c3ccc4[nH]c5c(c4c3)CCCCC5)CC2)c(C)c1
  21%[10.9 µM]	15%	?	?
59	COc1ccc(S(=O)(=O)N2CCCCCC2)cc1C(=O)OCC(=O)NC(N)=O
  -10%	8%	-3%	1.6%
60	CCC(C)(C)NC(=O)Cn1c(=O)ccc2cc(S(=O)(=O)N3CCC(C)CC3)ccc21
  7%[10.9 µM]	3%	-10%	0.7%

Next section:
nr	canonical_smiles	Peg3 imprint	p53ts 32C kill	p53ts 39C tox	IkB signaling
61	CC1CN(Cc2nc3c(c(=O)n(C)c(=O)n3C)n2CCc2ccccc2)CC(C)O1 (stereo unspecified)	-2%	0%	-1%	-1.4%
62	COCCCNC(=O)CCNS(=O)(=O)c1ccc(C)cc1	5%	1%	-3%	-0.2%
63	CCCC(=O)Nc1cc(C(=O)NCc2ccccc2)ccc1S(=O)(=O)c1ccc(Cl)cc1	-10%[10.9 µM]	13%	-6%	?
64	Cc1noc(C)c1C(=O)OC(C(=O)NC1CCCC1)c1ccc(F)cc1 (stereo unspecified)	-2%	-1%	4%	0.8%
65	COc1ccc(CCNCc2ccc3c(c2)n(C)c(=O)n3C)cc1OC	-15%[10.9 µM]	-4%	-5%	-0.7%
66	CCCN(CCC)C(=O)Cn1c(=O)n(CCCCC(=O)NCc2ccco2)c(=O)c2ccccc21	-4%	-6%	6%	0.9%
67	CCOc1ccc(NC(=O)CSc2ncc3c(n2)-c2ccc(Cl)cc2N(Cc2ccccc2)S3(=O)=O)cc1	-6%[10.9 µM]	2%	7%	-0.5%
68	Cc1ccnn2c(-c3ccccc3)c3c(=O)n(C)c(=O)n(C)c3c12	5%	-1%	-6%	0.6%
69	CCNC(=O)c1ccc2nc(Cc3ccccc3)oc2c1	-11%[10.9 µM]	-10%	-15%	-1.7%
70	CCS(=O)(=O)N1CCC2(CC1)OC(=O)C(C)=C2C(=O)NCc1ccc(OC)c(OC)c1	-8%[10.9 µM]	1%	-7%	-1.6%
71	CCOC(=O)CCCNC(=O)CN1C(=O)NC(CCc2ccccc2)C1=O (stereo unspecified)	-6%	-3%	-8%	0.6%
72	O=C(Cc1cccs1)N1CCN(c2ccccn2)CC1	-8%	6%	3%	-1.6%
73	O=C(CSCc1ccc(F)cc1)N1CCc2c([nH]c3ccccc23)C1c1ccc(F)cc1 (stereo unspecified)	17%[10.9 µM]	16%	15%	?
74	CCOc1ccc(NC(=O)C(C)Sc2nnnn2C)cc1 (stereo unspecified)	-14%	-4%	11%	-2.9%
75	Cn1c(C(=O)NC2CC2)cc2c(=O)n(C)c3ccccc3c21	2%	-3%	3%	2.3%
76	CCOC(=O)Cc1cnc(NC(=O)NC(C(=O)OCC)(c2ccccc2)C(F)(F)F)s1 (stereo unspecified)	-5%	-6%	7%	12%
77	CCOC(=O)c1[nH]c(C)c(CCC(=O)Nc2cccc(SC)c2)c1C	3%[10.9 µM]	2%	4%	?
78	CC(=O)Nc1ccc(-n2c(CCC(=O)O)ccc2-c2ccc(C)cc2)cc1	-10%[10.9 µM]	8%	3%	?
79	Cc1oc(/N=C/c2c(O)ccc3ccccc23)c(C#N)c1C	-6%	4%	8%	6.1%
80	O=C(Nc1cccc(F)c1)c1oc2ccccc2c1NC(=O)C12CC3CC(CC(C3)C1)C2	-7%[10.9 µM]	9%	4%	-0.9%
